# From PubChem
# HepG2 viability: HepG2 cytotoxicity, counter-screen for TGF-b inhibitors | Potency, µM (top dose mostly 46.1 µM), for the others: at the top dose activity change, negative = cytotoxicity, most hits filed as cytotoxic | hit rate 0.76% among 410,000 | HepG2 CAGA-GFP viability, ATP luminescence, 18 h; note: potency is the fitted concentration of half-maximal effect; some results filed as inactive show a strong effect at the top dose
#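 HepG2 CAGA-GFP cells (1000/well, DMEM with 1% FBS) received compound, then TGF-beta at 500 pg/mL final, and were incubated 18 hours at 37 degrees C. Viability was read by CellTiter-Glo luminescence. Media-only wells were set as complete cell-killing and DMSO as no toxicity.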
# Nrf2 inh: inhibitors of Nrf2 signaling | Potency, µM (titrated, usually from 46 µM), inactives show top-dose activity change, negative = inhibition, usual class: inhibitors | hit rate 2.1% among 360,000 | AID 504444 | A549 ARE-Fluc reporter, luciferase luminescence, 18-24 h; note: potency is the fitted concentration of half-maximal effect; % is set by controls: 0 for no effect and ±100 for the full control effect; nearly all actives have a fitted effect of over 60% in size
#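 A549 ARE_Fluc cells (5000/well, 5% FBS OPTI-MEM) pre-incubated 2 h, then treated with compounds 18-24 h at 37C/5% CO2 in concentration-response. CellTiter-Fluor viability read first; BugLite luciferase luminescence after 15 min at room temperature gives Nrf2 activity.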
# Akt phos inh: inhibitors of Akt phosphorylation; activity change, % for hits at 50 µM; Neuro2A IGF-stimulated pAkt S473 HTRF, 20 min; stronger effect = lower value; hit rate 0.32% among 360,000; in the data active = activity change below about -80%; inconclusive = mostly about -51% to -80%; note: % is set by controls: 0 for no effect and ±100 for the full control effect
#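 Neuro2A cells (4,500/well, DMEM with 0.5% FBS) were treated with compound at a single 50 µM final concentration, stimulated with 6 nM IGF for 20 min at 37 °C, and lysed. Phospho-Akt Ser473 was read by HTRF as 665/615 ratio ×10^4.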
# CCT modulator: changes cytosolic chaperonin activity; purified chaperonin ATPase assay, HTRF ADP detection, 30 min; activity change, % (test concentration not listed), hits read low; hit rate 0.3% among 360,000; in the data active = activity change below about -30%; note: % is set by controls: 0 for no effect and ±100 for the full control effect
#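 We incubate TRiC, 40 or 20 nM final, with library compounds at 76 uM and 10 uM ATP for 30 min at 37 °C. ADP formed is detected with Transcreener HTRF reagents after 30 min at room temperature.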
# Mm-Cpn inhibitor: M. maripaludis TRiC chaperonin inhibition. hit rate 0.031% among 330,000. purified Mm-Cpn ATPase, ADP Transcreener TR-FRET. AID 504842. Potency, µM (highest dose often 76.9 µM), for inactives: at the highest dose activity, negative = inhibition, hits mostly inhibitors; note: potency is the fitted concentration of half-maximal effect; % is set by controls: 0 for no effect and ±100 for the full control effect; nearly all actives have a fitted effect of over 80% in size
#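 Inhibition of chaperonin ATP hydrolysis is measured as reduced ADP production, detected by competitive TR-FRET in which signal falls with ADP. Final enzyme 25 nM and ATP 10 uM, reacted 30 min at 37°C.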
# Nrf2 activator: activates Nrf2 signaling; Potency, µM (highest dose often 46.1 µM), inactives show at the highest dose activation, usual class: activators; hit rate 0.31% among 410,000; AID 624171; AREc32 ARE-luciferase reporter (MCF7-derived line), luminescence, 24 h; note: potency is the fitted concentration of half-maximal effect; % of control where 0% means no effect; nearly all actives have a fitted effect of over 65% in size
#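 Each well held 1000 AREc32 cells, which were incubated with compound for 24 hr at 37 deg C after overnight attachment, and ARE reporter activity was quantified by firefly luciferase luminescence.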
# TGFb SMAD3 inh: inhibitors of TGF-b signaling; HepG2 CAGA-GFP TGF-b/SMAD3 reporter, GFP fluorescence, 18 h; TGF-beta stimulated, 500 pg/mL final; Potency, µM (titrated, usually from 46.1 µM), inactives show at the highest dose activity, negative = inhibition, actives largely listed as inhibitors; hit rate 1.2% among 410,000; AID 588855; note: potency is the fitted concentration of half-maximal effect; % is set by controls: 0 for no effect and ±100 for the full control effect; nearly all actives have a fitted effect of over 65% in size
#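 Inhibition of TGF-beta-driven CAGA-GFP reporter expression in HEPG2 cells is measured by cellular GFP fluorescence after 18 h stimulation with 500 pg/mL recombinant TGF-beta in 1% FBS medium at 37 degrees C.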
# ATXN viability: cell viability loss in ATXN counter-screen | S2 cells (HEK-293 line with an ATXN2-luciferase reporter) viability, CellTiter-Fluor protease fluorescence, 24 h | hit rate 0.49% among 400,000 | Potency, µM (highest dose often 56.7 µM), usual class: cytotoxic | AID 651635; note: potency is the fitted concentration of half-maximal effect; nearly all actives have a fitted effect of over 40% in size
# A549 tox: kills or reduces viability of A549 cells in Nrf2 counter-screen; A549 ARE-Fluc cells, CellTiter-Fluor viability, 18-24 h; Potency, µM (top dose mostly 46 µM), for inactives: at the top dose activity change, negative = cytotoxicity, most hits filed as inhibitors; hit rate 0.16% among 390,000; note: potency is the fitted concentration of half-maximal effect; % is set by controls: 0 for no effect and ±100 for the full control effect
#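 A549 ARE-Fluc cells in 5% FBS OPTI-MEM, 5000 cells/well, rested 2 h then exposed to compounds in concentration-response for 18-24 h at 37 °C. Viability by CellTiter-Fluor fluorescence (Ex 405/Em 525) after 30 min; luciferase luminescence (BugLite, 15 min, RT) read afterwards.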
# * marks the source's active call; other numbers are inactive results; i = inactive; ? = inconclusive; / = no result given; & = joins results of further samples; [ ] = remark or other dose. Unless noted, calls come from the whole dose curve; as a rule, active = well fitted curve in the direction sought with a large enough effect; inconclusive = small, poorly fitted or top-dose-only effect, or another doubt; inactive = no such curve, though single readings can be large; an effect the other way counts as inactive or inconclusive.
mol	HepG2 viability	Nrf2 inh	Akt phos inh	CCT modulator	Mm-Cpn inhibitor	Nrf2 activator	TGFb SMAD3 inh	ATXN viability	A549 tox
COC(=O)C1=C(C)NC(C)=C(C(=O)OC)C1C(=O)OC1CCCCC1=O (stereo unspecified)	-3.8%&6.1%	2.7%&-2.6%	i	-1.8&0.4	-0.5%	-0.3%&-0.2%	-7.9%&-2.5%	i	-4.2%&-8.1%
CCCC12CN3CC(C)(CN(C1)C3c1ccc3c(c1)OCO3)C2=O (stereo unspecified)	5.2%	-8.8%	i	-0.8	0.6%	0.2%	20.0%	?	-4.9%
COC1=C(Nc2ccccc2)C(=O)c2ccccc2C1=O	-95.1%	-0.8%	i	-1.4	-6.2%	0.3%	15.8µM*	?	-2.0%
CC1=C(C(=O)N2CCCCCC2)CC(CC(=O)NC2CCCCC2)C(=O)N1CCC1=CCCCC1 (stereo unspecified)	/	/	i	0.2	/	5.4%	/	?	/
CCNc1nc(NCC)n2c(SCC(=O)c3ccc(C(C)C)cc3)nnc2n1	1.4%	13.5%	i	0.2	1.0%	1.5%	7.6%	i	4.4%
Cc1ccsc1C(=O)N(c1nc2ccccc2s1)c1c(C)cccc1C	2.4%	18.4µM*	i	1.5	?	-0.3%	3.5%	i	-7.3%
Cc1ccc(C)c(OCCC(=O)NNC(=O)c2ccncc2)c1	3.0%	1.9%	i	2.2	0.2%	0.0%	-0.8%	i	-3.5%
Cc1ccc(S(=O)(=O)Cc2ccc(C(=O)N3CCN(c4ccccn4)CC3)o2)cc1	-28.1%	-11.7%	i	-0.1	0.0%	0.0%	-16.3%	i	-1.8%
COc1ccc(NC(=O)C2(C)CCCN2C(=O)C(C)C)cc1OC (stereo unspecified)	-42.0%	/	i	-1.9	/	0.4%[9.22 µM]	-27.3%	i	/
Cc1ccc(S(=O)(=O)Nc2cc(C(=O)O)ccc2N2CCCCC2)cc1	-11.8%	-21.8%	i	0.4	-2.9%	1.1%	-10.7%	i	1.7%
NCCc1nnc(SCC(N)=O)o1	-19.4%	5.7%	i	-3.9	-1.2%	-0.3%	0.0%	i	/
Cc1c(C(C)C)c(=O)n(-c2ccc(S(=O)(=O)NCc3ccccc3)cc2)n1C	-12.1%	7.31µM*	i	-1.4	2.6%	0.3%	-23.5%	?	-7.1%
Cc1cccc(OCc2nnc(SCC(=O)N3c4ccccc4Sc4ccc(Cl)cc43)o2)c1	-1.7%	-1.7%	i	-0.7	-9.3%	-0.2%	-2.1%	?	1.4%
CCn1c(SCC(=O)N/N=C/c2cc(OC)c(OC)c(OC)c2)nc2ccccc21	-2.1%	?	i	-3.1	0.9%	4.3%	1.4%	?	0.2%
O=C(NNS(=O)(=O)c1ccc(F)cc1)c1ccccc1F	-19.3%	?	i	-2.5	0.4%	4.6%	-28.4%	i	-1.4%
CCc1ccccc1NC(=O)CNC(=O)c1cccc(S(=O)(=O)N2CCN(Cc3ccccc3)CC2)c1	-19.4%	-27.2%	i	-2.3	0.9%	0.2%	-18.8%	i	-1.0%
CC1Cc2ccccc2N1C(=O)c1ccc2snnc2c1 (stereo unspecified)	-3.6%	-2.0%	i	1.0	0.6%	3.3%	5.2%	i	-2.9%
Cc1ccc(OCCn2c(C3CC(=O)N(Cc4ccccc4)C3)nc3ccccc32)cc1 (stereo unspecified)	-15.6%	-5.0%	i	-1.1	-2.4%	1.8%	?	?	4.7%
C=Cc1ccc(CSc2nnc(C)n3c2cc2occc23)cc1	-35.7%	18.4µM*	/	/	/	5.6%	?	i	11.9%
O=C(CSc1nc2c(oc3ccccc32)c(=O)n1CC1CCCO1)NCc1ccccc1 (stereo unspecified)	5.2%	-21.6%	i	-0.8	0.1%	-0.6%	1.1%	?	0.0%
CCOC(=O)N1CCN(Cc2nc3cc(NC(=O)c4cccc(C)c4)ccc3n2C(C)C)CC1	-17.1%	15.9%	/	/	/	0.4%	/	/	?
Cc1onc(-c2c(F)cccc2Cl)c1C(=O)c1ccccc1O	5.62µM*	2.6%	i	-0.1	-4.0%	-0.4%	-4.6%	i	1.0%
Cc1cccc(C(C)C)c1NC(=O)CSc1nncn1C	-5.6%	-6.8%	i	0.0	-5.8%	0.1%	20.0%	?	-17.6%
O=C(COc1ccc(Br)cc1)Nc1ccc(C(=O)OC2CCCCC2)cc1	-6.4%	8.1%	/	/	/	-0.5%	28.2%	i	-0.2%
CC(NS(=O)(=O)c1ccc2ccccc2c1)c1ccccn1 (stereo unspecified)	1.6%	-24.4%	i	-0.7	1.6%	0.0%	6.2%	i	2.1%
COc1ccc([N+](=O)[O-])cc1NC(=O)COC(=O)c1ccccn1	-0.7%	4.1%	i	-4.9	-1.8%	10.3%	0.1%	i	3.1%
CCOc1cc(NC(=O)c2ccco2)c(OCC)cc1NC(=O)CCc1ccccc1OC	-11.3%	-7.2%	i	-1.2	-1.1%	-0.4%	-35.1%	i	1.6%
CCc1cccc(CC)c1-n1c(SCc2cc(=O)n3ccsc3n2)nnc1-c1cccnc1	-12.9%	15.2%	i	1.7	-0.8%	3.7%	8.3%	i	15.4%
CCOC(=O)CSc1ncnc2c1cnn2-c1ccccc1	-1.9%	0.8%	i	0.4	-0.6%	0.1%	2.7%	i	8.4%[1.84 µM]
CCN(C[C@H]1N[C@@](CC)(C(=O)OC)[C@H]2C(=O)N(Cc3ccccc3)C(=O)[C@@H]12)C(=O)Nc1ccc(OC)cc1	-3.1%	4.1%	i	-3.2	-0.9%	0.4%	10.6%	i	0.4%
COc1ccc(NS(=O)(=O)c2c(C)nc3scc(C)n3c2=O)cc1	-10.8%	-14.7%	/	/	/	-0.2%	-24.0%	i	5.1%
CC1CCCC(C)N1C(=O)Cn1c(SCC(=O)Nc2ccc3c(c2)OCO3)nc2ccccc21 (stereo unspecified)	-0.2%	-43.7%	i	2.1	-29.4%	-0.6%	-0.3%	?	-15.4%
O=C(NCC1CCCO1)c1ccc2c(=O)n(CC3CCCO3)c(SCC(=O)N3CCCC3)nc2c1 (stereo unspecified)	-2.7%	7.1%	i	-3.5	-1.5%	0.4%	0.8%	i	-2.3%
Nc1nc(N)c2c(n1)CN(Cc1ccc(Cl)cc1)C2	-34.4%	/	i	1.8	/	2.0%	-17.1%	i	/
C=CCC[C@H](Cc1ccc(F)cc1)C(=O)OC[C@H](Cc1c[nH]c2ccccc12)NC(=O)[C@@H](CC=C)CC(=O)NCCO	-48.2%	?	i	-2.2	1.5%	-0.8%	?	/	-13.5%
CCOC(=O)N1CCN(C(=O)CN(C2CCCCC2)S(=O)(=O)c2ccc(Cl)cc2)CC1	5.0%	11.1%	i	3.0	-2.5%	3.7%	4.6%	i	-3.1%
O=C(c1ccc2c(c1)OCO2)N(CC1CCCO1)C1(C(=O)NC2CCCCC2)CCCCC1 (stereo unspecified)	-19.0%	-18.2%	i	-3.3	1.5%	-0.2%	-8.1%	?	-12.7%
C=CCn1c(-c2ccncc2)n[nH]c1=S	0.6%	-8.2%	i	-0.8	-1.2%	0.4%	1.0%	i	4.7%
CCN(CC(=O)Nc1ccccc1OC)C(=O)CSCC(=O)Nc1cccc(C)c1	-4.3%	-4.0%	i	-0.6	/	0.7%	2.4%	?	0.9%
CCOc1ccc(C(=O)Nc2cccc(-c3cc4ccccc4oc3=O)c2)cc1[N+](=O)[O-]	-7.2%	?	i	-1.1	-6.3%	0.2%	-26.0%	i	?
O=C(CN1CCOCC1)NCCNC(=O)CN1CCOCC1	0.1%	-7.4%	i	0.4	0.3%	-0.3%	1.5%	i	1.3%
CN(C)C(=O)N1CCN(C(=O)N(C)C)CC1	-25.5%	-0.2%	i	-1.8	3.2%	-0.8%	-9.5%	i	6.2%
CCOC(=O)c1c(-c2ccc(C)cc2)csc1NC(=O)c1cc(=O)c2cc(Cl)ccc2o1	5.7%	23.6%	/	/	/	0.1%	-1.3%	i	2.1%
COc1cc(OC)cc(C(=O)Nc2ccc3nc4n(c(=O)c3c2)CCCC4)c1	-14.5%	-8.4%	i	0.5	-8.6%	3.4%	1.2%	i	1.0%
O=[N+]([O-])c1ccccc1OCCNCc1ccccc1	-15.1%	11.5%	i	1.8	0.4%	3.3%	-0.3%	?	-3.3%
CCc1nn(C)c(N)c1C	7.4%	7.9%	i	0.9	-1.3%	-0.5%	-2.7%	i	-0.8%
COC(=O)C1=C(C)NC(C)=C(C(=O)OC)C1c1cc2ccc(C)cc2[nH]c1=O	-24.4%	-4.7%	i	-0.3	0.7%	0.9%	-0.8%	i	-13.2%
CCOC(=O)c1ccc(NC(=O)CSc2nnc(C)n2-c2ccccc2)cc1	0.6%	-1.0%	i	0.8	2.1%	0.0%	-19.3%	i	-4.8%
COCCCNC(=O)C[C@@H]1C[C@@]2(C(=O)OC)CCCCC=C2N(Cc2cccc3ccccc23)C1=O	/	/	i	-1.6	/	-1.0%	/	?	/
Nc1nnn(CC(=O)N/N=C/c2ccco2)n1	-0.5%	5.6%	i	-0.1	1.9%	0.0%	-3.1%	i	0.1%
O=C1CCN(C(=O)Nc2ccccc2)N1	-0.8%	-12.3%	i	-1.5	-1.4%	-0.7%	-13.5%	i	-4.8%
Cc1ccc(-n2ncc3c2CCCC3NC(=O)CCN2CCCC2=O)cc1C (stereo unspecified)	-40.0%	-12.9%	i	-0.5	-3.5%	0.2%	0.7%	i	-3.7%
